# SENP6 block: SENP6 protease inhibitors, primary screen, biochemical, luminescence, uHTS. Sentrin-specific protease 6 (Homo sapiens), Q9GZR1. Recombinant SENP6 catalytic domain, aminoluciferin luminescence. inhibition, % at 10 µM. hit rate 1.8% among 330,000. AID 2599, 2010;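 active = inhibition above about 50% at the single tested dose, limit read from the data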;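 note: plate controls were DMSO wells with enzyme for no effect and DMSO wells lacking enzyme for full effect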
# SENP8 block-1: human SENP8 protease inhibitors, primary screen, biochemical, fluorescence, Nedd8 protein substrate, uHTS. Sentrin-specific protease 8 (Homo sapiens), Q96LD8. recombinant SENP8. inhibition, % at 20 µM. hit rate 0.64% among 360,000. AID 602440, 2012; in the data active = inhibition mostly above about 40%, no sharp cut-off; inactive = mostly below about 27%
# Target sequence (Q96LD8 whole entry, looked up): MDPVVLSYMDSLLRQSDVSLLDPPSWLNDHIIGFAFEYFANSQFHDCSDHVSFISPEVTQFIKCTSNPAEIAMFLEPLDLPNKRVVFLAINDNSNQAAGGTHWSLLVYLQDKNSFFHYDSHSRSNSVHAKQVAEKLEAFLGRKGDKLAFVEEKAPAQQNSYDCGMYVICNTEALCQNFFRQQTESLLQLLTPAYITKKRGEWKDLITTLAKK
# HKDC1 inhibitor: HKDC1 hexokinase inhibitors, primary screen, biochemical, fluorescence, uHTS. recombinant HKDC1, G6PDH/diaphorase resazurin coupled fluorescence. hit rate 0.16% among 340,000. inhibition, % at 20 µM;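 active = inhibition above about 35% when tested at 20 µM, limit read from the data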;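 note: plate controls were DMSO wells with enzyme for no effect and DMSO wells lacking enzyme for full effect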
#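 Test system: recombinant HKDC1 (HK5) hexokinase enzyme, produced in-house / Doses: 20 µM test compound, 1% DMSO / Timing: 90 min, room temperature / Detection: G6PDH/diaphorase-coupled fluorescence, 1 mM NADP, 100 µM resazurin, 525/613 nm / Control set: DMSO wells with and without enzyme mix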
# SENP7 inh: SENP7 protease inhibitors, primary screen, biochemical, luminescence, uHTS; Sentrin-specific protease 7 (Homo sapiens), Q9BQF6; recombinant SENP7, Z-RLRGG-aminoluciferin luminescence, 40 min; hit rate 1.5% among 330,000; inhibition, % at 5 µM;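 active = inhibition above about 50% at the single test dose, limit read from the data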;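 note: plate controls were DMSO with enzyme for no effect and no enzyme buffer wells for full effect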
# Target sequence (Q9BQF6 706-1050 limits assumed): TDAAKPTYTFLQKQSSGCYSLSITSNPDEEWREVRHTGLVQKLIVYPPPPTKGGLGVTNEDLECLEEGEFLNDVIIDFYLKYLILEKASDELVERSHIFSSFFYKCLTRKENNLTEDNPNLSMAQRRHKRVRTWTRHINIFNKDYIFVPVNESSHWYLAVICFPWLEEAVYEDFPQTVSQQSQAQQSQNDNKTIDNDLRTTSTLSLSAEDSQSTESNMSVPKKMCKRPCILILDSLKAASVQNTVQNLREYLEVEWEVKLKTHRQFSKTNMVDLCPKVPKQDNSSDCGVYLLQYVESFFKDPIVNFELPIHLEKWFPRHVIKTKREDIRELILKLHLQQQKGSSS
# SENP1 inh: human SENP1 catalytic domain inhibitors, primary screen, biochemical, FRET, uHTS; Sentrin-specific protease 1 (Homo sapiens), Q9P0U3; recombinant SENP1 catalytic domain, CyPet-SUMO1-YPet FRET cleavage; inhibition, % at 10 µM; hit rate 0.21% among 360,000; AID 624204, 2012;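 active = inhibition at least 30% at 10 µM, raw YFP signal under a set limit, fluorescence ratio 0.5 to 1.5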;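 note: 0% = enzyme with DMSO and 100% = no enzyme wells; some results filed as inactive read as strong as hits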
# Target sequence (Q9P0U3 419-644 limits assumed): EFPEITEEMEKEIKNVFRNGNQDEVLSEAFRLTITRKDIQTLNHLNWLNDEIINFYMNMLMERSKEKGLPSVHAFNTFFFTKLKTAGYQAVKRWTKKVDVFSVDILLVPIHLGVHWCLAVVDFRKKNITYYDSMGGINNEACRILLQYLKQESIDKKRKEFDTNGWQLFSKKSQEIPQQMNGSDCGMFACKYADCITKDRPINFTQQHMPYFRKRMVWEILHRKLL
#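 Compound: 10 µM single point, 0.5% DMSO; Test system: hSENP1 catalytic domain, recombinant; Timing: 50 min reaction at room temperature; Technique: FRET, CFP and YFP emission; Control set: no-enzyme wells low, DMSO-plus-enzyme wells high control.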
# UBC13 inh: UBC13 polyubiquitin chain formation inhibitors, primary screen, biochemical, TR-FRET, uHTS; Ubiquitin-conjugating enzyme E2 N (Homo sapiens), P61088; inhibition, % at 20 µM; hit rate 0.47% among 330,000; AID 485273, 2010; in the data active = inhibition above about 45%, passing the limit was not always enough
# Target sequence (P61088 whole entry, looked up): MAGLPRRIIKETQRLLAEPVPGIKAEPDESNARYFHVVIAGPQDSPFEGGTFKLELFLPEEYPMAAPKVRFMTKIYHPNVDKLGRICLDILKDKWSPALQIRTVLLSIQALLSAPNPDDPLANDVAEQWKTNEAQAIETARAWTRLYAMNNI
# MIN6 prolif: inducers of MIN6 beta-cell proliferation, primary screen, ATP luminescence, uHTS | MIN6 cells proliferation, ATPlite luminescence, 48 h; cells starved in 0.2% serum; 100% = growth in 10% serum | AID 2380, 2010 | proliferation, % at 10 µM | hit rate 0.29% among 330,000;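 active = compounds whose signal lies at least 3.5 SD above the mean of all wells on their plate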;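 note: 0% = DMSO-treated cells in low-serum medium and 100% = 10% serum control; some compounds called inactive have numbers as strong as hits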
# SENP8 block-2: SENP8 protease inhibitors, primary screen, biochemical, luminescence | inhibition, % at 10 µM | purified SENP8, Z-RLRGG-aminoluciferin cleavage | Sentrin-specific protease 8 (Homo sapiens), Q96LD8 | AID 2540, 2010 | hit rate 1.2% among 330,000; in the data active = inhibition above about 50%
# PfG6PD inh: PfG6PD enzyme inhibitors, primary screen, biochemical, fluorescence intensity, uHTS | glucose-6-phosphate dehydrogenase-6-phosphogluconolactonase (Plasmodium falciparum 3D7) | PfGluPho enzyme, NADPH resazurin-diaphorase fluorescence | inhibition, % at 20 µM | hit rate 0.78% among 350,000 | AID 504690, 2011;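 active = inhibition reaching at least a set limit at 20 µM in the primary screen, cut at about 59% in these data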;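 note: 0% = DMSO wells with substrate and 100% = DMSO wells lacking glucose-6-phosphate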
# Active calls of the source: *; i = inactive; / = no result given.
SMILES,SENP6 block,SENP8 block-1,HKDC1 inhibitor,SENP7 inh,SENP1 inh,UBC13 inh,MIN6 prolif,SENP8 block-2,PfG6PD inh
C=CCC[C@@H](Cc1ccc(F)cc1)C(=O)OC[C@@H](Cc1ccccc1)NC(=O)[C@H](CC=C)CC(=O)NCCO,26,8,0,-6,1,14,-3,14,0
COc1ccc(CNC(=O)N2CCN(c3ccccc3OC)CC2)cc1,15,6,-6,0,0,8,-1,3,-12
CCc1ccc(C(=O)CSc2nc3ccccc3c(=O)[nH]2)cc1,2,24,-4,2,-1,8,-2,4,-14
NNc1nc(-c2ccccc2Cl)c2cc(Br)ccc2n1,-10,-45,9,-15,-10,-9,-1,-12,12
Cc1ccc(S(=O)(=O)N2CCN(c3cnn(-c4ccccc4)c(=O)c3Cl)CC2)cc1,-23,16,-10,1,-1,-11,-1,-4,2
Nc1cc[n+](CC(=O)c2ccccc2)cc1,18,2,-7,0,1,6,-1,3,12
CC(C)(C)C(=O)[C@@H]1[C@@H]2C(=O)N(c3ccc4c(c3)OCCO4)C(=O)[C@@H]2C2c3ccccc3C=CN21 (stereo partly drawn),24,60*,3,10,9,-21,-3,14,-20
COc1ccc([C@H]2CC(=O)C=C(c3ccc(CNC(=O)OC(C)(C)C)cc3)C2)cc1,-14,15,0,-9,-1,-9,-7,-9,10
Cc1ccc(-c2nn(CC(=O)N3CCOCC3)c(=O)c3ccccc23)cc1S(=O)(=O)N(C)C,0,23,-2,-3,1,-5,2,3,-14
Cc1ccc(NC(=O)c2ccc3snnc3c2)cc1,-14,9,-2,-15,25,-12,-4,-17,6
Nc1nonc1-n1nnc(C(=O)N/N=C/c2cccc(Cl)c2)c1-c1ccc2c(c1)OCO2,-9,-220,0,-2,0,4,1,1,119*
COc1c(C)cc(NC(=O)c2ccc3c(c2)NC(=O)CO3)cc1C,-6,4,-3,4,3,18,-1,-4,47
COc1ccc(N(C)S(=O)(=O)c2cccc(C(=O)Nc3ccc(OC)nc3)c2)cc1,-2,/,/,-9,/,-3,3,-8,/
O=C(OCC(=O)c1c[nH]c2ccccc12)c1cncc(Br)c1,-28,-17,1,-8,-16,-16,2,-18,7
CSCCC(C(=O)OCC(=O)c1ccc(C)c(C)c1)N1C(=O)c2ccccc2C1=O (stereo not drawn),-2,14,-10,-2,2,5,-3,3,-3
COc1ccc(NC(=S)N/N=C2/CCCc3c(C)cc(C)cc32)cc1,-12,25,-7,-3,0,-4,0,-12,-8
COc1cc(C(=O)NC(=S)Nc2ccccc2N2CCOCC2)cc(OC)c1OC,-7,11,2,-2,5,-2,1,4,5
CC1(C)Cc2cccc(OCC(=O)NCc3ccc(F)cc3)c2O1,1,-4,-6,4,0,5,0,-1,12
C/C(=N/NC(=O)CN1CCN(S(=O)(=O)c2ccc(Br)cc2)CC1)c1cccnc1,-3,17,-7,1,2,3,1,-7,-1
COc1ccc(N2CCN(C(=O)CSc3nnc4n3C(C)(C)Cc3ccccc3-4)CC2)cc1,-19,16,-23,-8,2,0,1,-9,0
Cc1ccc(S(=O)(=O)C2(C(=O)Nc3cccc(F)c3)CC2)cc1,-7,12,1,-4,1,-3,2,-4,-2
COc1cc(C2C(C#N)=C(N)N(Nc3ccccc3)C3=C2C(=O)CC(C)(C)C3)ccc1OCc1cccc(F)c1 (stereo not drawn),-6,i,7,-2,-52,-18,-7,-2,-5
Cc1sc(NC(=O)C(C)C)c(C(=O)Nc2ccccc2)c1C,-13,3,5,-5,1,2,2,-1,16
CCOc1ccc(NC(=O)CNC(=O)c2cccs2)cc1,-3,18,-17,1,2,11,0,1,-8
Cc1ccc(S(=O)(=O)n2cc(-c3ccccc3)c3ccccc32)cc1,0,2,-1,1,4,-3,-7,-3,9

# An excerpt from above in order of their number in UBC13 inh, rising:
molecule	SENP6 block	HKDC1 inhibitor	SENP7 inh	SENP1 inh	UBC13 inh	PfG6PD inh
CC(C)(C)C(=O)[C@@H]1[C@@H]2C(=O)N(c3ccc4c(c3)OCCO4)C(=O)[C@@H]2C2c3ccccc3C=CN21 (stereo partly drawn)	24	3	10	9	-21	-20
Cc1ccc(-c2nn(CC(=O)N3CCOCC3)c(=O)c3ccccc23)cc1S(=O)(=O)N(C)C	0	-2	-3	1	-5	-14
CCOc1ccc(NC(=O)CNC(=O)c2cccs2)cc1	-3	-17	1	2	11	-8

# (next part)
SMILES,SENP6 block,SENP8 block-1,HKDC1 inhibitor,SENP7 inh,SENP1 inh,UBC13 inh,MIN6 prolif,SENP8 block-2,PfG6PD inh
CC(=O)c1cc2c(cc1NS(=O)(=O)c1ccccc1C)OCO2,-14,/,/,6,/,3,-1,-9,/
O=C(N/N=C(\Cc1ncc[nH]1)c1ccccc1)c1cccnc1,6,8,-7,8,2,-30,-5,-9,-6
CCCCCCNS(=O)(=O)c1ccc(OC)c(OC)c1,-8,12,12,-5,2,-21,-3,-6,-26
CCOc1ccc(C(=O)N2CCC(C(=O)c3ccc4c(c3)OCCO4)CC2)cc1,0,-4,-7,-2,3,16,-2,-1,3
Cn1c(=O)c2sccc2n2c(CCCC(=O)NCc3ccco3)nnc12,1,3,-7,1,-1,8,1,2,6
COc1ccc(CNC(=O)CC2C[C@H](C(=O)N3CCOCC3)[C@@]3(CCC4CCCC4)c4[nH]c5ccccc5c4CCN3C2=O)cc1OC (stereo partly drawn),-9,5,-1,4,0,10,-4,-4,15
O=S(=O)(c1ccc(Br)cc1Cl)N1CCCN(c2ccc(C(F)(F)F)cn2)CC1,-2,-1,-1,-5,-1,-12,-7,-11,36
CC(=O)c1c(N2CCN(C)CC2)[nH]c(-c2ccccc2)nc1=S,1,26,-1,-5,-8,-1,-7,-10,4
CN1CCc2cc(Cl)c(O)cc2[C@@H](c2ccccc2)C1,4,4,-3,0,0,8,6,6,-11
CN1CCN(CC#CCC(O)(c2ccccc2)C2CCCC2)CC1 (stereo not drawn),-24,4,-4,-3,-1,7,0,-8,-7
Cc1ccc(Sc2ccc([N+](=O)[O-])cc2[N+](=O)[O-])nc1,8,31,-3,10,1,-22,-4,1,35
Cc1ccccc1CN1CCNC(=O)C1CC(=O)NCCN1CCCCC1=O (stereo not drawn),0,-18,-39,-6,-10,2,7,-4,9
O=C(c1cccc(C(F)(F)F)c1)C1CCCN(Cc2ccc(OCCO)cc2)C1 (stereo not drawn),-2,6,-8,1,2,3,1,-3,11
COc1ccc(Cc2nnc(SC(C)C(=O)Nc3ccc(F)cc3Cl)o2)cc1 (stereo not drawn),-7,2,-6,10,-1,6,2,0,9
O=C(O)c1ccc(CN2CCOCC2)o1,-18,8,-6,3,2,-1,1,-2,-5
COc1cccc(CN2CCNC(=O)C2CC(=O)N(Cc2cnn(C)c2)C(C)C)c1 (stereo not drawn),-3,-7,-2,2,-2,6,1,0,-4
Cc1ccc(S(=O)(=O)N2CCOCC2)cc1NC(=O)CSc1n[nH]c(N)n1,-21,1,14,-7,3,-2,-3,-11,-1
CC(NC(=O)c1cc(=O)[nH]c2ccccc12)c1ccccc1 (stereo not drawn),12,-118,-8,6,-1,7,2,11,-11
CCOCCCNC(=O)C1CCN(S(=O)(=O)c2c(C)noc2/C=C\c2ccc(OC)cc2)CC1,5,-184,-4,-4,0,-2,-2,-5,-8
Cc1nnc(N2CCCCC2)c2ccccc12,-11,21,-9,5,0,8,0,2,9
COc1cccc(OCC(O)CN2C(C)CCCC2C)c1 (stereo not drawn),-9,11,-3,12,1,2,-3,-9,-11
COc1ccc(CCNC(=O)C/C(C)=N/NC(=O)C(c2ccccc2)c2ccccc2)cc1OC,-2,10,-4,-1,1,1,-2,0,-12
COc1cc(/C=N/NC(=O)C(C)Nc2n[nH]c(=O)[nH]c2=O)ccc1O (stereo not drawn),-16,-5,12,-9,1,-13,0,-12,-1
COc1cc2c(cc1OC)C(c1cc3cc(OC)c(OC)cc3[nH]c1=O)N(C(=O)C1CC1)CC2 (stereo not drawn),-8,-275,-9,8,5,-1,-3,1,-4
Cc1cc(=O)[nH]c(N2CCN(C(=O)c3ccco3)CC2)n1,-26,22,-5,-7,-1,5,-4,2,0
O=C(Nc1nnc(-c2ccccn2)o1)c1ccc(Br)cc1,77*,2,0,63*,2,-23,-1,57*,-25
CC1C(=O)N2CCCc3cc(S(=O)(=O)N(C)c4ccccc4)cc1c32 (stereo not drawn),-19,-38,4,-10,-11,-2,0,-4,-9
O=C(NCC1CCCO1)c1ccc(CS(=O)(=O)c2c(Cl)cccc2Cl)o1 (stereo not drawn),-5,12,-4,1,1,6,-1,1,0
CCOc1ccc(C(=O)C(CCC(CN(C)C)C(=O)c2ccc(OCC)cc2)CN(C)C)cc1 (stereo not drawn),/,11,6,/,-1,/,/,/,13

# Molecules listed so far with a Cl atom, in the order listed:
SMILES,SENP6 block,SENP8 block-1,HKDC1 inhibitor,SENP7 inh,SENP1 inh,UBC13 inh,MIN6 prolif,SENP8 block-2,PfG6PD inh
NNc1nc(-c2ccccc2Cl)c2cc(Br)ccc2n1,-10,-45,9,-15,-10,-9,-1,-12,12
Cc1ccc(S(=O)(=O)N2CCN(c3cnn(-c4ccccc4)c(=O)c3Cl)CC2)cc1,-23,16,-10,1,-1,-11,-1,-4,2
Nc1nonc1-n1nnc(C(=O)N/N=C/c2cccc(Cl)c2)c1-c1ccc2c(c1)OCO2,-9,-220,0,-2,0,4,1,1,119*
O=S(=O)(c1ccc(Br)cc1Cl)N1CCCN(c2ccc(C(F)(F)F)cn2)CC1,-2,-1,-1,-5,-1,-12,-7,-11,36
CN1CCc2cc(Cl)c(O)cc2[C@@H](c2ccccc2)C1,4,4,-3,0,0,8,6,6,-11
COc1ccc(Cc2nnc(SC(C)C(=O)Nc3ccc(F)cc3Cl)o2)cc1 (stereo not drawn),-7,2,-6,10,-1,6,2,0,9
O=C(NCC1CCCO1)c1ccc(CS(=O)(=O)c2c(Cl)cccc2Cl)o1 (stereo not drawn),-5,12,-4,1,1,6,-1,1,0

# High-throughput results: PubChem BioAssay, Sanford-Burnham Center for Chemical Genomics
